High-throughput results (PubChem BioAssay)
Mtb UGM inh – inhibitors of M. tuberculosis UDP-galactopyranose mutase. AID 504406. inhibition, % at 10 µM. 320,000 tested, 0.06% active. purified UGM, fluorescence polarization probe displacement; in the data active = inhibition above about 10%, passing the limit was not always enough; inconclusive = no clear call, values can overlap the other calls
Target sequence (P9WIQ1 whole entry, looked up): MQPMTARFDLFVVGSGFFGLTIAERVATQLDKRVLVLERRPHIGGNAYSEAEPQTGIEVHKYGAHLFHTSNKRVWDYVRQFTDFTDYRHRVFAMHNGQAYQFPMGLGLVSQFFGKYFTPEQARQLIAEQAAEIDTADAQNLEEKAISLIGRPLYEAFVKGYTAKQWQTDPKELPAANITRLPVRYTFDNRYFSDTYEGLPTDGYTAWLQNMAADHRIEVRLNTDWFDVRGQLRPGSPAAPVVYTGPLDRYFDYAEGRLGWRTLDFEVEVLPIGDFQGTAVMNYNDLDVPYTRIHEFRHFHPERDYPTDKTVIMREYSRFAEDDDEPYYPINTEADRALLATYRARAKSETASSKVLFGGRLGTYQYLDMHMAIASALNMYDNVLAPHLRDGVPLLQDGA
FadD28 binding – blocks FadD28 binding to the bisubstrate probe | fluorescence polarization | inhibition, % at 12.5 µM | 360,000 tested, 0.22% active | AID 588549; in the data active = inhibition above about 8.5%, passing the limit was not always enough; inconclusive = no clear call, values can overlap the other calls
Mtb BioA inh – BioA (M. tuberculosis) enzyme inhibition | inhibition, % at 9.99 µM | purified M. tuberculosis BioA enzyme, plate reader | 360,000 tested, 0.096% active; in the data active = inhibition above about 40%; inconclusive = no clear call, values can overlap the other calls
Rv3671c protease – inhibitors of M. tuberculosis serine protease Rv3671c. inhibition, % at 5.96 µM. 320,000 tested, 0.048% active. AID 2606; in the data active = inhibition above about 38%;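 also: extracellular domain of Rv3671c used as enzyme; 0% = enzyme with DMSO and 100% = no enzyme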
Target sequence (P9WHR9 whole entry, looked up, the tested form may be a part): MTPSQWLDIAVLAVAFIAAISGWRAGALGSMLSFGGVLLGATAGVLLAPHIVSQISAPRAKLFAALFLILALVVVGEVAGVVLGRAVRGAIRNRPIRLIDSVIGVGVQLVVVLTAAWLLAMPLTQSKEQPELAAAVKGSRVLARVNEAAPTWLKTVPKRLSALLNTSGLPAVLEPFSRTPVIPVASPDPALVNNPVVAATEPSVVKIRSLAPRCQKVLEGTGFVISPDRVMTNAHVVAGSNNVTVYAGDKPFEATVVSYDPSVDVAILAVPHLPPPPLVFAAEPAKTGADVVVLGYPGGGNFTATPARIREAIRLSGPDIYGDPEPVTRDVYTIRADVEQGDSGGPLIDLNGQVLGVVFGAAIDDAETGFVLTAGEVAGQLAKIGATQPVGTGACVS
GDH-TPI inh – counter-screen for M. tuberculosis FBA inhibitors: GDH-TPI coupled enzymes. GDH-TPI coupled enzyme counterscreen, NADH absorbance. inhibition, % at 4.8 µM. 360,000 tested, 1.2% active; in the data active = inhibition above about 30%;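 also: 0% = DMSO wells and 100% = wells lacking the enzyme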
MazF activator – MazEF (E. coli) toxin RNase activation. 350,000 tested, 0.32% active. FAM/BHQ RNA-DNA oligo cleavage fluorescence, 5 h. AID 504720. P0AE70. activation, % at 20 µM; in the data active = activation above about 50%
Target sequence (P0AE70 whole entry, looked up): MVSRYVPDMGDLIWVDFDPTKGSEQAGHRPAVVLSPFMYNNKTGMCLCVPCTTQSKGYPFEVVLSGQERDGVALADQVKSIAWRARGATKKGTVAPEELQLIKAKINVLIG
FBA Mtb inh – inhibits M. tuberculosis FBA enzyme; P9WQA3; purified M. tuberculosis FBA, fluorescence read-out; inhibition, % at 1 µM; 360,000 tested, 2.3% active; AID 588726; in the data active = inhibition above about 27%;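 also: 0% = vehicle and 100% = reference inhibitor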
PrPC surface inh – cell surface PrPC inhibition, primary TR-FRET screen. AID 720596. inhibition, % at 13.8 µM. 370,000 tested, 0.43% active. P04156. TR-FRET read-out; in the data active = inhibition above about 24%; also: 0% = median of the test wells and 100% = reference compound wells
BoNT-F LC inh – inhibitors of Botulinum neurotoxin F light chain protease; AID 588497; Multiplex microsphere protease cleavage assay, flow cytometry; inhibition, % at 10 µM; 360,000 tested, 0.22% active; in the data active = inhibition above about 35%, passing the limit was not always enough; inconclusive = no clear call, values can overlap the other calls; also: plate controls were buffer without enzyme for full effect and enzyme alone for no effect
Numbers without * were called inactive; ? = inconclusive; . = no result given.

1) O=c1ccc2ccc(OCCOc3cccc(Cl)c3)cc2o1
2) C=CC[C@@H](CC(=O)NCCO)C(=O)N[C@H](COC(=O)[C@H](CC=C)CC(=O)OC(C)(C)C)Cc1c[nH]c2ccccc12
3) Cn1c(C(=O)N2CCCC(C(=O)c3ccc(C(F)(F)F)cc3)C2)cc(=O)n(C)c1=O (stereo not given)
4) O=C(Cc1cccs1)N1CCCC(c2nc3c(nnn3Cc3ccccc3Cl)c(=O)[nH]2)C1 (stereo not given)
5) CC1(C(=O)Nc2ccc3ccccc3c2)CCC(=O)N1C1CC1 (stereo not given)
6) O=C(Nc1ccc(Cl)c(Cl)c1)Nc1nnc(CC2=CCCCC2)s1
7) CN(Cc1ccccc1)C(=O)c1ccc(Cc2cn(C)c3ccccc23)nc1
8) Cc1c(Cl)cccc1NC(=O)CCC(=O)NNC(=O)c1ccco1
Assay by compound	1	2	3	4	5	6	7	8
Mtb UGM inh	-4.1	3.6	-1.9	-1.2	.	1.6	.	2.4
FadD28 binding	-2.8	-0.7	-2.7	-0.4	-1.0	-4.4	-1.3	-0.5
Mtb BioA inh	1.8	1.1	4.9	.	-2.7	.	2.9	-0.1
Rv3671c protease	-5	-2	0	-2	.	-4	.	-1
GDH-TPI inh	11	13	2	3	.	4	2	7
MazF activator	0	-10	-4	2	.	-5	.	-3
FBA Mtb inh	49*	5	0	1	4	0	2	3
PrPC surface inh	4	-1	-1	-3	-6	-1	-4	-2
BoNT-F LC inh	-8	-1	-6	2	-10	3	1	-2

9) Cc1ccccc1Oc1ccc(Oc2ccccc2C)nn1
10) O=C(N/N=C/c1ccccc1O)C1(O)c2ccccc2-c2ccccc21
11) CCn1c(SCC(=O)NCC2CCCO2)nc2ccccc21 (stereo not given)
12) CC1(Cc2ccc3ccccc3n2)C(=O)Nc2ccc(OC(F)(F)F)cc21 (stereo not given)
13) COc1ccccc1/C=C1\SC(=O)N(CC(=O)N(C)C2CCS(=O)(=O)C2)C1=O (stereo not given)
14) N/C(Cc1ccc([N+](=O)[O-])cc1)=N\OC(=O)CC1CCCCC1
15) CCOc1ccc(C(=O)N2CCCC(c3nc(-c4cccs4)no3)C2)cc1 (stereo not given)
16) CN(C)S(=O)(=O)N1CCC(CCCC2CCN(S(=O)(=O)N(C)C)CC2)CC1
Assay by compound	9	10	11	12	13	14	15	16
Mtb UGM inh	-0.2	0.2	0.8	.	-1.8	-3.9	2.3	2.4
FadD28 binding	-1.1	-1.0	-2.1	-4.7	0.1	0.4	1.0	-0.3
Mtb BioA inh	.	.	-0.4	0.2	-0.8	.	0.9	-1.7
Rv3671c protease	6	-13	-1	.	7	0	-11	-6
GDH-TPI inh	15	7	-11	14	31*	11	-6	6
MazF activator	4	5	5	.	7	-3	7	-4
FBA Mtb inh	0	3	0	4	-1	6	-2	-2
PrPC surface inh	1	-5	0	-2	-13	-7	1	-6
BoNT-F LC inh	-11	5	-4	0	-3	-3	-3	2

Single values from the results shown:
N/C(Cc1ccc([N+](=O)[O-])cc1)=N\OC(=O)CC1CCCCC1 in Mtb UGM inh is listed with -3.9
COc1ccccc1/C=C1\SC(=O)N(CC(=O)N(C)C2CCS(=O)(=O)C2)C1=O (stereo not given) in FBA Mtb inh is listed with -1
CC1(Cc2ccc3ccccc3n2)C(=O)Nc2ccc(OC(F)(F)F)cc21 (stereo not given) in GDH-TPI inh is listed with 14
CCn1c(SCC(=O)NCC2CCCO2)nc2ccccc21 (stereo not given) in Mtb UGM inh is listed with 0.8
CN(C)S(=O)(=O)N1CCC(CCCC2CCN(S(=O)(=O)N(C)C)CC2)CC1 in Mtb BioA inh is listed with -1.7
C=CC[C@@H](CC(=O)NCCO)C(=O)N[C@H](COC(=O)[C@H](CC=C)CC(=O)OC(C)(C)C)Cc1c[nH]c2ccccc12 in Mtb BioA inh is listed with 1.1
CC1(C(=O)Nc2ccc3ccccc3c2)CCC(=O)N1C1CC1 (stereo not given) in PrPC surface inh is listed with -6

(further entries)
17) Cn1c(=O)n(C)c2cc(NS(=O)(=O)c3ccc(Br)s3)ccc21
18) CC(=O)Nc1ccc(OCC(O)Cn2nc(C)c(Br)c2C)cc1 (stereo not given)
19) Cn1c(O)c(N=Nc2ccc(S(=O)(=O)N3CCOCC3)cc2)c(=O)n(C)c1=O
20) CN1CCN(C2CCN(c3cccc(Cl)c3)CC2)CC1CCO (stereo not given)
21) CCCOc1cccc(-c2nnc(N)s2)c1
22) Cc1cc(C(=O)Nc2cccc(C)c2C)n(-c2ccccc2)n1
23) O=C(Nc1nnc(SCc2ccccn2)s1)C1CC(=O)N(c2ccccc2)C1 (stereo not given)
24) Cc1cc(NC(=O)c2c(Cl)cnn2C)no1
Assay by compound	17	18	19	20	21	22	23	24
Mtb UGM inh	1.7	1.8	-3.1	0.6	2.9	-4.8	.	-3.4
FadD28 binding	0.6	-1.9	-3.0	-3.6	-3.2	-0.8	-0.6	-0.1
Mtb BioA inh	1.3	-0.7	.	-0.3	5.9	6.2	1.1	0.3
Rv3671c protease	6	4	-3	.	0	-6	4	-3
GDH-TPI inh	4	2	2	5	1	-3	14	2
MazF activator	-7	-2	2	11	2	5	2	-9
FBA Mtb inh	-1	4	-1	0	-1	1	0	9
PrPC surface inh	-3	6	-9	-2	6	3	4	-3
BoNT-F LC inh	3	?	3	-20	8	12	0	14

25) COc1ccc(C2CC(=O)N(CC(=O)NCC3CCCO3)c3ccccc3S2)cc1OC (stereo not given)
26) COc1ccc2nc(-c3cccc(N)c3)[nH]c2c1
27) CNC(=O)NC(=O)CSc1ncc(C(F)(F)F)cc1Cl
28) O=C(c1ccccc1)C(c1ccccc1)c1ccccc1
29) CCOc1ccc(C(c2c(C)n(C)n(-c3ccccc3)c2=O)c2c(C)n(C)n(-c3ccccc3)c2=O)c(O)c1
30) CCN(C(=O)CSc1nc2ccccc2[nH]1)C1CCS(=O)(=O)C1 (stereo not given)
31) Cc1cc(C)c(OCC(=O)OCC(=O)NC2CCCCCCC2)c(C)c1
32) CCOC(=O)N1CCC2(CC1)C(C#N)=C(N)Oc1c2c(C)nn1-c1cccc(Cl)c1
Assay by compound	25	26	27	28	29	30	31	32
Mtb UGM inh	0.1	2.2	-0.3	-1.5	-2.5	-4.0	0.8	1.2
FadD28 binding	-0.3	-2.5	-0.7	-1.1	0.4	-2.3	-2.4	0.5
Mtb BioA inh	0.7	0.3	-1.1	-0.3	-0.1	0.0	-1.9	-0.7
Rv3671c protease	-12	2	8	0	4	15	4	-17
GDH-TPI inh	3	17	0	-3	5	1	14	8
MazF activator	2	2	-7	0	3	2	4	-4
FBA Mtb inh	0	177*	0	-1	1	1	-2	2
PrPC surface inh	4	2	1	-4	0	-4	6	-2
BoNT-F LC inh	0	?	3	3	14	2	10	3

33) Cc1ccc(C)c(OCCn2cc(/C=C(\C#N)C(=O)NCc3ccco3)c3ccccc32)c1
34) O=C(CNC(=O)c1ccco1)OCC(=O)c1cccc2ccccc12
35) COc1ccc(C2CC(=O)C(C=NCCCO)=C(O)C2)cc1 (stereo not given)
36) COc1cc2c(cc1OC)C(COc1ccc(C(C)C)cc1)NCC2 (stereo not given)
37) Cc1ccc(CN(CC(=O)NCC2CCCO2)S(=O)(=O)c2ccc(C)cc2)cc1 (stereo not given)
38) OCC[C@@H]1C[C@H](O)[C@@H](O)[C@@]2(CCc3ccccc3CO2)O1
39) COc1ccc(/C=N/NC(=O)c2cccnc2)c(C(=O)O)c1OC
40) CC(C)Nc1nc(Cl)nc(NC(C)C)n1
Assay by compound	33	34	35	36	37	38	39	40
Mtb UGM inh	-0.2	-0.1	2.8	1.8	1.3	-1.8	-1.7	3.3
FadD28 binding	-0.5	-3.9	-2.0	-4.2	-3.4	-0.7	-2.7	-1.5
Mtb BioA inh	.	5.2	-1.2	-0.6	-0.5	-0.8	1.7	.
Rv3671c protease	5	3	10	-3	11	-14	2	-1
GDH-TPI inh	8	-2	1	-9	-5	6	32*	-2
MazF activator	-59	-1	-51	-3	1	6	4	1
FBA Mtb inh	4	-1	0	2	-1	5	-2	-1
PrPC surface inh	8	15	6	-9	1	2	1	3
BoNT-F LC inh	-12	8	-47	-9	14	-4	-8	3

Some of the entries so far, field by field:
34	O=C(CNC(=O)c1ccco1)OCC(=O)c1cccc2ccccc12
  Mtb UGM inh: -0.1	FadD28 binding: -3.9	Mtb BioA inh: 5.2	Rv3671c protease: 3	GDH-TPI inh: -2	MazF activator: -1	FBA Mtb inh: -1	PrPC surface inh: 15	BoNT-F LC inh: 8

35	COc1ccc(C2CC(=O)C(C=NCCCO)=C(O)C2)cc1 (stereo not given)
  Mtb UGM inh: 2.8	FadD28 binding: -2.0	Mtb BioA inh: -1.2	Rv3671c protease: 10	GDH-TPI inh: 1	MazF activator: -51	FBA Mtb inh: 0	PrPC surface inh: 6	BoNT-F LC inh: -47

The list goes on:
41) CC(=O)NS(=O)(=O)c1ccc(NC(=O)c2ccc(NC(=O)c3cccs3)cc2)cc1
42) C[C@H](NC(=O)C1CCN(S(=O)(=O)c2ccccc2)CC1)C(=O)NCc1cccnc1
43) CCOc1ncccc1C(=O)OCC(=O)c1cccs1
44) CCCc1nc2ccccc2n1CC(O)COc1ccc(NC(C)=O)cc1 (stereo not given)
45) CCSCCOC(=O)C1=C(C)NC(=O)NC1c1cc(OC)ccc1OC (stereo not given)
46) O=C(Cn1ccc(C(F)(F)F)n1)Nc1ccc(S(=O)(=O)NCc2ccco2)cc1
47) CC(C)c1ccccc1NC(=O)COC(=O)Cc1ccsc1
48) O=C(Cn1nnc2ccccc21)N/N=C\C=C\c1ccccc1
Assay by compound	41	42	43	44	45	46	47	48
Mtb UGM inh	0.1	.	0.8	-0.5	-0.8	3.2	3.9	-1.4
FadD28 binding	.	-1.1	-0.9	-3.9	-2.0	-6.2	-1.2	0.2
Mtb BioA inh	0.7	2.3	1.7	.	0.6	0.3	-0.3	0.8
Rv3671c protease	-2	.	-1	-8	-1	-3	-4	7
GDH-TPI inh	11	9	10	-2	-11	10	-3	20
MazF activator	-2	0	1	1	1	-1	-8	1
FBA Mtb inh	1	2	1	0	0	-2	-1	0
PrPC surface inh	-4	-3	2	2	-5	-2	-2	-9
BoNT-F LC inh	1	-4	-4	0	-6	-2	0	-9

49) CCn1c(=O)c(C(=O)NNC(=O)c2ccccc2)c(O)c2ccccc21
50) CN(Cc1nc(-c2cccnc2)no1)S(=O)(=O)c1ccc2ccccc2c1
51) O=C(Cc1c(F)cccc1Cl)OCC(=O)N1CCc2ccccc21
52) Nn1c(SCC(=O)Nc2ccccc2)nnc(Cc2ccccc2)c1=O
53) COc1ccc(F)cc1C(=O)C1CCCN(Cc2cccn2-c2ccccn2)C1 (stereo not given)
54) O=C1C(=O)N(CCN2CCOCC2)C(c2ccc(F)cc2)/C1=C(/O)c1ccc(S(=O)(=O)N2CCOCC2)cc1 (stereo not given)
Assay by compound	49	50	51	52	53	54
Mtb UGM inh	1.5	-0.1	-1.8	-2.3	1.0	0.5
FadD28 binding	-2.4	-0.3	-2.8	-0.5	0.8	0.2
Mtb BioA inh	-1.5	7.3	.	.	-0.8	0.2
Rv3671c protease	-1	-9	5	4	-3	-14
GDH-TPI inh	5	10	-5	0	-2	15
MazF activator	5	4	-3	2	4	-2
FBA Mtb inh	0	-1	0	0	8	0
PrPC surface inh	7	-6	5	7	-5	-21
BoNT-F LC inh	-3	-5	2	?	-7	-5

Screen by screen, quoted from above:
BoNT-F LC inh for entries 49 to 54: -3, -5, 2, ?, -7, -5
FadD28 binding for entries 49 to 54: -2.4, -0.3, -2.8, -0.5, 0.8, 0.2
